# Bioassay records deposited in PubChem BioAssay by National Center for Advancing Translational Sciences (NCATS).
# POLK inh: blocks human DNA polymerase kappa activity | 0.53% of 400,000 active | Potency, µM (highest dose often 107 µM), for the others: top-dose activity, negative = inhibition, usual class: inhibitors | purified Pol kappa, fluorescent DNA synthesis assay, 10 min | AID 588579; also: % is scaled to controls: 0 for no effect and ±100 for the full control effect
#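 Here, compound and 10 nM enzyme are combined for 15 min at room temperature; adding 50 nM substrate (final) starts DNA synthesis, tracked by fluorescence at 0 and 10 min against buffer-only wells.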
# G9a block: G9a (human) methyltransferase inhibition. Q96KQ7. G9a H3K9 monomethylation, AlphaScreen, 2 h. Potency, µM (top dose mostly 102 µM), for inactives: at the top dose activity, negative = inhibition, actives largely listed as inhibitors. 8.8% of 350,000 active; also: % is scaled to controls: 0 for no effect and ±100 for the full control effect; nearly all actives have a fitted effect of over 75% in size
#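 Step 1: enzyme (final 20 nM) with compound, 15 min RT. Step 2: substrate peptide 500 nM and SAM 20 uM, 2 h RT. Step 3: anti-H3K9me1 antibody and AlphaScreen beads, 10 min, then plate read.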
# BAZ2B block: BAZ2B (human) inhibition | Q9UIF8 | AlphaScreen BAZ2B-H3K14Ac peptide displacement | Potency, µM (titrated, usually from 114 µM), inactives show at the highest dose activity change, negative = inhibition, actives largely listed as inhibitors | 4.4% of 360,000 active | AID 504333; also: % is scaled to controls: 0 for no effect and ±100 for the full control effect; nearly all actives have a fitted effect of over 60% in size
# Target sequence (Q9UIF8 whole entry, looked up): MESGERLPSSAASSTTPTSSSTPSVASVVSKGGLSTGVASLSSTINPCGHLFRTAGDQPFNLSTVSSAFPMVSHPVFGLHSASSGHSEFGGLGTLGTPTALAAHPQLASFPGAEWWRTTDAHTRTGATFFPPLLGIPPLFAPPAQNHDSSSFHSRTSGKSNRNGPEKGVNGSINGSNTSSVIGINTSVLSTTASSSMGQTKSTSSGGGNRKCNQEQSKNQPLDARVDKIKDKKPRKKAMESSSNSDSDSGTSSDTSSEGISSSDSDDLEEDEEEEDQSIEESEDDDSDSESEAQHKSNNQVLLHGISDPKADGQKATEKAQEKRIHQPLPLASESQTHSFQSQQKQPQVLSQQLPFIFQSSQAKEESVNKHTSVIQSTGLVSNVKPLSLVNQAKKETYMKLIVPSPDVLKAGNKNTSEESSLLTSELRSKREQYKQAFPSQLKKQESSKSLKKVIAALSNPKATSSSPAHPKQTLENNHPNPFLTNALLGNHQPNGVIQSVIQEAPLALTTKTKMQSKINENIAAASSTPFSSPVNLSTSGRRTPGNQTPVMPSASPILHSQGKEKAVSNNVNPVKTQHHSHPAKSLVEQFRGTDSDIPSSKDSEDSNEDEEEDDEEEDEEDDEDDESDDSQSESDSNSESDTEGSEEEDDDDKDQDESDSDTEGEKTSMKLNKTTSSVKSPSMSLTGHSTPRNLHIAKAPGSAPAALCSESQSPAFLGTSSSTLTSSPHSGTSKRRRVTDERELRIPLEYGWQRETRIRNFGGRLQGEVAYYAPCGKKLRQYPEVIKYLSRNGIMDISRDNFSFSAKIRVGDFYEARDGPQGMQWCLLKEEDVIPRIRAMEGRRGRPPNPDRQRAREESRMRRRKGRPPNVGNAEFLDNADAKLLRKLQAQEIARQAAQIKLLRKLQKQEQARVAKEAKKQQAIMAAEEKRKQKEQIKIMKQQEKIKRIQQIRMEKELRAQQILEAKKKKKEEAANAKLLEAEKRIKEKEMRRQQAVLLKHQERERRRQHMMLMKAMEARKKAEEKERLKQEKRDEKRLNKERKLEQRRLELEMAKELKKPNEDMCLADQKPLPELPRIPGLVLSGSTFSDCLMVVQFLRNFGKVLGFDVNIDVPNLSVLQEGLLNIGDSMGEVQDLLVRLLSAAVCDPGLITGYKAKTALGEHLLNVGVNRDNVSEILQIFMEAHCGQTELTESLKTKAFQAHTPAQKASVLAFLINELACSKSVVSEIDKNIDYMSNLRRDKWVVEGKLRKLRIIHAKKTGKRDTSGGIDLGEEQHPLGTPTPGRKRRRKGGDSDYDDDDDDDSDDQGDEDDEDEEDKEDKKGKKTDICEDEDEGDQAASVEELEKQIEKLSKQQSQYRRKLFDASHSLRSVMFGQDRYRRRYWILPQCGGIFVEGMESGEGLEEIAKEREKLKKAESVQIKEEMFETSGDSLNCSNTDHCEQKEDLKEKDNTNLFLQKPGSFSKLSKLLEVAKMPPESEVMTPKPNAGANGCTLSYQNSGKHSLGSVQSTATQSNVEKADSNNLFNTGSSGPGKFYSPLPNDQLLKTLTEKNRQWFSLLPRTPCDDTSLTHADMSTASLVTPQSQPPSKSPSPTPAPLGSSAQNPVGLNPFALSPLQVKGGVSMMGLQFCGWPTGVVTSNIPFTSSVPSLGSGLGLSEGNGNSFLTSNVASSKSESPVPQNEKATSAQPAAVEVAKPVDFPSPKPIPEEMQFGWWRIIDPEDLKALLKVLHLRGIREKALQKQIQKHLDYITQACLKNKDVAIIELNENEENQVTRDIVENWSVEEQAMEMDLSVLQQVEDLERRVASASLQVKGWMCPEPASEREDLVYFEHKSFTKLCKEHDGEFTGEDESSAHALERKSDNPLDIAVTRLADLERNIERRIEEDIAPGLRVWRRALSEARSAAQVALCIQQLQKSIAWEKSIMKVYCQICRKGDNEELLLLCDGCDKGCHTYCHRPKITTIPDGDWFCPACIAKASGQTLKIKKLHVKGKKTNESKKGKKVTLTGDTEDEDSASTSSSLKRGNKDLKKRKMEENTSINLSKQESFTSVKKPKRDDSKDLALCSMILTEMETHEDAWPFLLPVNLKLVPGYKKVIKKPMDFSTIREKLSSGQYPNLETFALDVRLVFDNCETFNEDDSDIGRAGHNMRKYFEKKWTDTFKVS
#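 AlphaScreen displacement: compounds (up to 110uM) incubated 30 min at room temperature with a preformed 50 nM BAZ2B/50 nM biotinylated H3K14Ac peptide complex in PBS pH 7.4 with Tween-20. Donor and acceptor beads at 10 ug/mL final added, 20 min light-protected before reading.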
# APEX1 inh: APE1 (human) endonuclease inhibition; Potency, µM (top dose mostly 65.8 µM), for the others: at the highest dose activity change, negative = inhibition, usual class: inhibitors; P27695; 0.35% of 350,000 active; recombinant APE1, TAMRA/BHQ-2 abasic DNA cleavage fluorescence; AID 2517;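 also: plate controls were vehicle for no effect and reference inhibitor for full effect; nearly all actives have a fitted effect of over 55% in size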
#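 Readout is kinetic fluorescence (ex 525, em 598 nm) from cleavage of 50 nM TAMRA/BHQ-2 THF abasic duplex by 0.75 nM APE1, compound added 15 min beforehand at RT.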
# POLH inh: blocks human DNA polymerase eta activity. recombinant Pol eta, fluorescent DNA replication assay. Potency, µM (top dose mostly 114 µM), for the others: top-dose activity change, negative = inhibition, usual class: inhibitors. 1.2% of 390,000 active; also: % is scaled to controls: 0 for no effect and ±100 for the full control effect
#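 Pol eta (10 nM) was preincubated with compounds for 15 min at room temperature, after which fluorescent replication substrate (50 nM final) was added to start the reaction. Fluorescence was read kinetically at 0 and 10 min.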
# BLM inh: inhibitors of human Bloom syndrome helicase BLM. recombinant BLM DNA unwinding, fluorescence dequenching. Potency, µM (titrated, usually from 56.1 µM), inactives show at the top dose activity change, negative = inhibition, usual class: inhibitors. 0.2% of 350,000 active;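 also: plate controls were vehicle for no effect and no enzyme for full effect; nearly all actives have a fitted effect of over 35% in size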
# POLI inh: blocks human DNA polymerase iota activity; Pol iota fluorescent replication assay, 10 min; Potency, µM (titrated, usually from 115 µM), for the others: top-dose activity, negative = inhibition, actives largely listed as inhibitors; Q9UNA4; 1% of 390,000 active
#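 Fluorescent replication assay read twice, at 0 min and 10 min after adding 50 nM (final) substrate. Enzyme (10 nM) and compounds were first incubated 15 min at room temperature; enzyme-free buffer wells were negative controls.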
# Pol beta inh: blocks human DNA polymerase beta activity | P06746 | Pol beta primer extension/strand displacement, fluorescence kinetic | Potency, µM (highest dose often 114 µM), for the others: at the top dose activity change, negative = inhibition, hits mostly inhibitors | 1.3% of 340,000 active | AID 485314; also: % is scaled to controls: 0 for no effect and ±100 for the full control effect
#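 Human Pol beta at 10 nM; strand-displacement substrate 50 nM final. Compound exposure 15 min at room temperature before start, reaction 10 min at room temperature.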
# Apoferritin bind: candidate novel general anesthetic via apoferritin binding. 0.074% of 350,000 active. AID 485281. apoferritin/1-aminoanthracene competitive binding, fluorescence. Potency, µM (highest dose often 77.5 µM), for inactives: top-dose activity change, negative = displacement, hits mostly inhibitors. P02791; also: % is scaled to controls: 0 for no effect and ±100 for the full control effect; nearly all actives have a fitted effect of over 20% in size
#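 Probe: 1-aminoanthracene (50% saturated, PBS). Protein: horse-spleen apoferritin, 10 uM. Incubation: 10 min, room temperature. Detection: 380 nm excitation, 535 nm emission. Analysis: normalized response, four-parameter Hill.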
# Starred values were filed as active, the others as inactive; ? = inconclusive; / = not tested or not shown; & = joins results of further samples; [ ] = dose if it differs, or a comment. Calls follow the shape of the dose curve; as a rule, active = well fitted curve in the direction sought with a large enough effect; inconclusive = small, poorly fitted or top-dose-only effect, or another doubt; inactive = no such curve, though single readings can be large; an effect the other way counts as inactive or inconclusive. Potency is read from the fitted curve at half-maximal effect. An excerpt; rates above refer to the full screens.
smiles	Pol beta inh	POLK inh	BAZ2B block	POLI inh	APEX1 inh	G9a block	Apoferritin bind	BLM inh	POLH inh
O=C(COc1ccc2c(c1)oc(=O)c1ccccc12)N[C@@H](Cc1c[nH]c2ccccc12)C(=O)O	17%	-5%	?	10%	-14%	/	-7%	-3%	-18%
COc1ccc(C(C)=O)cc1CSc1nc(NCc2ccccc2)c2ccccc2n1	-1%	-2%[60.1 µM]	-26%	-3%	/	-7%[59 µM]	-15%	-5%	-20%
COc1ccc(O[C@H]2C=C[C@@H](c3ccccc3)O[C@@H]2COC(=O)CC/C(C)=N/O[C@@H](C)c2cn([C@H](CO)Cc3ccccc3)nn2)cc1	-1%	/	?	/	3%	79µM*	39%[activator]	-5%	/
CC1=C(C)CC(C(=O)Nc2cccc(Cl)c2)C(C(=O)O)C1 (stereo unspecified)	9%	-2%	-4%	-1%	?	0%[12.7 µM]	2%	-3%	-11%
Cn1cc(C(=O)c2ccc(Cl)cc2Cl)cc1C(=O)N/N=C(\N)COc1ccc(Cl)cc1Cl	32%	-16%	?	4%	9%	-29%[59 µM]	-23%	-17%	-11%
CCn1cc(C(=O)NCCC(C)C)c(=O)c2cc(F)c(N3CCN(C)CC3)cc21	84%	-9%	0%	-22%	-3%	-32%	2%	2%	-3%
CCN(C(=O)C1CCN(c2ncnc3c2nc2n3CCCCC2)CC1)c1cccc(Cl)c1	12%	2%	-15%	27%	/	-3%[59 µM]	-6%	-2%	-9%
O=S(=O)(Nc1ccc(F)cc1)c1ccc(NC(=S)Nc2ccccc2)cc1	10%	-3%	-35%	2%	0%	/	?	-5%	-13%
Cc1cc([N+](=O)[O-])nn1CC(=O)NC1CCCCC1	-1%	5%	-6%	27%	13%	-11%	-13%	-2%	-17%
COc1ccc(OC)c(-c2csc(NC(=O)c3ccc4c(c3)OCO4)n2)c1	4%	-10%	?	144%[activator]	-6%	?	-2%	-13%	-16%
O=C(Nc1cc(Cl)ccc1N1CCOCC1)c1ccncc1	/	6%	/	6%	22%	/	/	/	-12%
COc1ccc(NC(=O)CN2CCN(S(=O)(=O)c3ccc(Cl)cc3)CC2)cc1Cl	11%	-6%	2%	3%	-4%	11%[59 µM]	-10%	-8%	-6%
NS(=O)(=O)c1ccc(CCNC(=O)C2CCC(Cn3c(=S)[nH]c4ccccc4c3=O)CC2)cc1 (stereo unspecified)	?	-7%	-12%	60%[activator]	15%	26%	-4%	-1%	-11%
Oc1ccc(-c2cc(-c3ccc(O)cc3)nc(-c3ccccc3)n2)cc1	-1%	-2%	-30%	14%	25%	0%	-8%	-11%	-9%
COc1ccc(C(C(=O)NCc2ccccc2)N(Cc2ccco2)C(=O)c2cnccn2)cc1 (stereo unspecified)	1%	-22%	-10%	90%[activator]	5%	-5%	0%	-5%	-17%
Cc1ccc2c(c1)[C@H]1[C@H](CO2)[C@H](c2ccccc2)[C@]2(C)C(=O)NCC(=O)N12	/	-4%	9%	11%	11%	-5%[0.501 µM]	/	/	5%
COc1ccc(OCCSc2nc3nc(C)cc(C)n3n2)cc1	-3%	-7%	1%	-18%	?	15%	-13%	-4%	-10%
Cc1cc(Cl)ccc1OCCCC(=O)OCC(N)=O	93%	-3%	-18%	149%[activator]	-10%	-29%	-13%	-4%	3%
Cc1ccc2c(c1)c(N=NC(N)=S)c(O)n2Cc1ccccc1	0%	-1%	1%	115%[activator]	13%	43%[59 µM]	-12%	0%	-22%
CCCc1ccc(S(=O)(=O)N2CCN(C(C)C(=O)NCc3ccc(OC)cc3)CC2)cc1 (stereo unspecified)	/	0%	4%	6%	7%	11%[12.7 µM]	/	/	-4%
COc1cc(/C=C/C(=O)Nc2ccc(OC)c(S(=O)(=O)N3CCOCC3)c2)ccc1OC(F)F	/	-4%	/	17%	14%	/	/	/	-9%
CCOc1ccc(NC(=O)C2CCC(CNc3c(N4CCCCC4)c(=O)c3=O)CC2)cc1 (stereo unspecified)	11%	-6%	2%	-16%	27%	/	-3%	-4%	33%[activator]
CC(C)c1nc2ccc(C(=O)NCCCN3CCN(c4ccccc4F)CC3)cc2o1	-5%	-5%[60.1 µM]	-18%	29%	/	1%[59 µM]	-2%	1%	-3%
COc1cc(-c2noc(C)c2C#CCO)cc(OC)c1OC	42%	-10%&-4%	-3%	-1%&19%	10%	/	-12%	2%	-7%
Cc1cc(C)cc(NC(=O)C2CCCN(S(=O)(=O)c3c(C)noc3C)C2)c1 (stereo unspecified)	4%	-5%	-8%[57.1 µM]	0%	14%	-2%	-2%	-3%	1%
Cc1cc(C)n(-c2nc(C)nc(N)n2)n1	4%	-5%	1%	-9%	-1%	8%[59 µM]	9%	2%	-11%
Cc1ccc(Cn2cnc3ccccc32)cc1	-22%	-6%	-3%	12%	-1%	-33%	?	0%	-1%
CCc1nc(SCc2ccc(F)cc2)n[nH]1	13%	1%	-1%	13%	1%	/	-14%	-3%	-6%
CO[C@H]1/C=C/O[C@@]2(C)Oc3c(C)c(O)c4c(O)c(c(C=NN5CCN(C)CC5)c(O)c4c3C2=O)NC(=O)/C(C)=C\C=C\[C@H](C)[C@H](O)[C@@H](C)[C@@H](O)[C@@H](C)[C@H](OC(C)=O)[C@@H]1C	/	-10%	?	55%[activator]	31%	-23%[12.7 µM]	/	/	-14%
Cc1cnc(C(=O)Nc2ccc(OC(F)(F)F)cc2)cn1	-14%	-6%	-20%	?	40%	?	-5%	-5%	6%
NS(=O)(=O)c1ccc(CNC(=O)c2ccc3c(=O)n4c(nc3c2)CCC4)cc1	/	-5%	5%	11%	0%	4%	/	/	2%
C=C(Br)CN1[C@@H](Cc2ccccc2)[C@H](O)[C@@]23C=C[C@@H](C[C@@H]2S1(=O)=O)O3	/	-13%	/	2%	-13%	/	/	/	-11%
O=C(Cn1cnc2ccccc2c1=O)NNC(=O)c1ccccc1	2%	1%	-20%	52%[activator]	-9%	/	11%	-5%	6%
CC1CCc2c(sc(NC(=O)CSc3ncn[nH]3)c2C#N)C1 (stereo unspecified)	3%	2%	-7%	33%[activator]	16%	12%[59 µM]	-12%	-9%	-13%
Nc1nc2c(nc(Br)n2C2O[C@H]3COP(=O)(O)O[C@@H]3C2O)c(=O)[nH]1 (stereo partly specified)	14%[57.1 µM]	/	/	5%[58.9 µM]	0%	29%[12.7 µM]	/	/	-1%[57.1 µM]
O=C(NC1CCCCCC1)c1cccc(S(=O)(=O)N2CCOCC2)c1	/	-4%	/	49%[activator]	10%	/	/	/	1%
O=C(NCCCN1CCCC1=O)c1nnc(Cc2c(F)cccc2Cl)o1	1%	2%	-4%	-1%	5%	-18%[12.7 µM]	-9%	-2%	-13%
O=C(N/N=C/c1ccc(N2CCOCC2)cc1)c1ccccn1	15%	6%	?	18%	2%	?	-12%	0%	-16%
CC1CCCC(C)N1C(=O)CSc1nnc(COc2ccc(F)cc2)o1 (stereo unspecified)	-8%	-29%	1%	113%[activator]	46%	?	?	-6%	-25%
CCC(C)C(=O)Nc1ccc(OC)cc1[N+](=O)[O-] (stereo unspecified)	11%	-1%	-38%	2%	1%	?	-4%	-4%	-11%
COc1ccc(-n2cc(-c3ccccc3)c3c(NC4CCCCC4)ncnc32)cc1	1%	-4%[60.1 µM]	?	8%	/	-37%[59 µM]	-10%	-1%	-27%
Cc1cc(NS(=O)(=O)c2c(C)[nH]c(=O)[nH]c2=O)ccc1Br	10%	-2%	10%	-6%	4%	20%	2%	-9%	8%
CCc1cccc(NC(=O)CCS(=O)(=O)c2cc3c4c(c2)CCN4C(=O)CC3)c1	1%	-8%	-2%	19%	/	?	-5%	-1%	-11%
O=C(/C=C/Nc1cccc(C(F)(F)F)c1)C(F)(F)F	14%	-2%	9%	17%	1%	/	-19%	-5%	-11%
CCC(C)NS(=O)(=O)c1ccc(OCC(=O)NCC2CCCO2)cc1 (stereo unspecified)	12%	-2%[60.1 µM]	7%	20%	-4%	16%	-6%	1%	11%
COc1ccccc1NCCC(=O)O	-20%	-11%	-12%	-26%	4%	-4%	-7%	0%	31%[activator]
CCOC(=O)c1cccc(NC(=O)c2ccc(-n3cnnn3)cc2)c1	/	-12%	/	-2%	-14%	/	/	/	-14%
Cc1cccc(N2CCN(C(=O)NC(C)c3ccc(F)c(F)c3)CC2)c1C (stereo unspecified)	13%	5%	3%	17%	18%	19%	-5%	1%	-21%
COc1cc(/C=C/C(=O)Nc2cccnc2)cc(OC)c1OC	-15%	-7%	-8%	?	-6%	/	6%	-13%	1%
CC(C)CSc1n[nH]c(=S)s1	-10%	-4%	50µM*	48%[activator]	0%	1.8µM*	?	0%	-15%
C=C(C)CNC(=S)N1CCNC(=O)C1CC(=O)OC (stereo unspecified)	8%	3%	4%	18%	1%	?	-7%	2%	-20%
O=C(NC1CCCCC1)N(CCN1CCCC1)Cc1cc2cc3c(cc2[nH]c1=O)OCCO3	-3%	8%	8%	1%	2%	40µM*	-5%	5%	-14%
COc1ccc(NC(=O)COC(=O)c2ccc(OCc3c(C)noc3C)cc2)cc1OC	1%	1%	-14%	13%	-2%	2%[12.7 µM]	-6%	-4%	-3%
